# Screening data: PubChem, several laboratories
# MsrA inhibitor – inhibits bovine methionine sulfoxide reductase A | purified bovine MsrA, absorbance read-out | inhibition, % at 15.5 µM | 360,000 tested, 0.75% active; in the data active = inhibition above about 4.5%;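 note: 0% = vehicle wells with enzyme and 100% = reference inhibitor wells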
# bovine MsrA act – bovine methionine sulfoxide reductase A activation; purified bovine MsrA, absorbance read-out; activation, % at 10.6 µM; 360,000 tested, 0.3% active; in the data active = activation above about 7.5%;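 note: 0% = vehicle and 100% = reference activator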
# SKN-1 inh – blocks SKN-1 activity in C. elegans; C. elegans VP596 Pgst-4::GFP/RFP ratio, acrylamide-induced, 24 h; inhibition, % at 21.8 µM; 360,000 tested, 0.49% active;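 active = interference check ratio from 0.5 to 1.5 plus GFP to RFP signal ratio inhibition reaching or exceeding a fixed threshold, cut at about 30% in these data, passing the limit was not always enough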; note: some compounds called inactive have numbers as strong as hits
# Neddyl block – blocks human cullin neddylation | calls only at 25 µM | P61081+Q13564 | AID 651699 | TR-FRET cullin neddylation, biochemical | 360,000 tested, 0.58% active; in the data active = inhibition above about 36%
# CendR NRP1 mod – NRP-1/CendR interaction modulation; O14786; FAM-RPARPAR peptide binding to NRP-1, fluorescence polarization; inhibition, % at 25 µM; 360,000 tested, 0.85% active;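 active = inhibition or corrected inhibition above about 18%, plus a signal ratio from 0.5 to 1.5, limit read from the data, passing the limit was not always enough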; note: strong numbers were not always called active
# eLon inh – inhibits E. coli Lon protease; 360,000 tested, 0.42% active; purified E. coli Lon protease, fluorescence polarization; inhibition, % at 7.94 µM; P0A9M0; in the data active = inhibition above about 13%, passing the limit was not always enough;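 note: 0% = enzyme with probe and DMSO and 100% = no enzyme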
# MT1-MMP act inh – blocks activation of human MT1-MMP | HT1080 RFP-PRO-GFP cells, GFP/RFP ratio fluorescence, overnight; percent of plate control window, DMSO zero | GFP/RFP ratio change, % at 20 µM | 360,000 tested, 0.061% active | AID 651647;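 active = GFP/RFP ratio change of at least 30% with cell ATP level not reduced by more than half and red fluorescence within 50% of control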; note: strong numbers were not always called active
#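 system = RFP-PRO-GFP reporter HT1080 cells | dosing = 20 µM single dose, 1% DMSO | timing = overnight cell settling, then overnight compound exposure, 37 °C, 5% CO2 | read-out basis = GFP/RFP fluorescence ratio | controls = DMSO and RFP-L50D-GFP cell wells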
# Rin1-Abl PPI inh – blocks binding of human Rin1 to Abl | inhibition, % at 7.35 µM | 360,000 tested, 0.4% active | AID 588664 | TR-FRET Rin1/Abl binding, biochemical; in the data active = inhibition above about 5%, passing the limit was not always enough
# FAS TE block – FAS thioesterase (human) inhibition. recombinant FAS-TE, OMFH fluorogenic substrate, fluorescence endpoint. inhibition, % at 15 µM. P49327. 360,000 tested, 0.67% active;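 active = compounds whose normalised, plate-corrected inhibition of enzyme fluorescence in the single-dose primary screen is 50% or more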;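 note: 0% = DMSO with enzyme and 100% = substrate without enzyme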
# Active calls of the source: *; i = inactive; nt = no result given; + = active, no number. Compounds as they come (roughly 4.2% active in at least one column).
SMILES,MsrA inhibitor,bovine MsrA act,SKN-1 inh,Neddyl block,CendR NRP1 mod,eLon inh,MT1-MMP act inh,Rin1-Abl PPI inh,FAS TE block
COc1ccc(-c2cnc3c(NC(C)=O)cc(-c4cccc(C(=O)NCCO)c4)cn23)cc1OC,1.2,-1,-2,i,-11,-7,-2,-2,-6
Cc1cc(C(=O)O)sc1C,0.2,-2,12,i,6,-8,2,-1,-10
CCOC(=O)c1cccc(NC(=O)C2CCN(S(=O)(=O)c3cccs3)CC2)c1,nt,-11,8,i,-10,0,-3,4,19
COc1ccc(S(=O)(=O)Nc2cccc(-c3ccc(N4CCCCCC4)nn3)c2)c(OC)c1,1.2,-4,-3,i,8,2,-4,3,31
C=CCNc1nc(N)c(C(=O)Nc2cc(C)on2)s1,6.2*,-6,10,i,0,-5,2,0,-11
CC(/C=N/n1c(-c2n[nH]c3c2CCC3)n[nH]c1=S)=C\c1ccco1,2.0,-1,6,i,-10,4,2,-1,2
O=C(CCS(=O)(=O)c1ccccc1)N(CCCN1CCOCC1)c1nc2ccc(F)cc2s1,0.1,-5,1,i,-8,4,-11,-2,3
Cc1ccc(NC(=O)CN2C(=O)S/C(=C/c3ccc(-c4cc(C(=O)O)ccc4C)o3)C2=O)cc1C,0.8,-9,7,i,-66,-5,-2,4,3
COc1ccc(C)cc1NC(=O)CN(C)S(=O)(=O)c1cnc[nH]1,2.2,-10,-4,i,2,-10,9,-2,-10
Fc1ccc2nc(N3CCCC3)sc2c1,-0.8,-2,17,i,-1,-13,1,2,-5
Cc1ccc(C)c(OCC(=O)N2CCc3ccccc3C2)c1,-0.8,3,-13,i,10,2,-1,2,1
O=C(N/N=C/c1c[nH]c2ccccc12)c1ccccc1,2.4,-4,-7,i,11,1,0,-1,-7
CCOC(=O)NNC(=O)C12CC3CC(CC(C3)C1)C2,0.0,-8,-11,i,9,-6,1,-2,-4
Cc1ccccc1OCCSc1nnc(C)n1-c1ccccc1,0.4,0,-14,i,-7,-1,4,2,2
CC(C)CNC(=O)C(=O)N/N=C/c1cccs1,3.2,-13,0,i,-11,5,8,-3,-11
CC1=CC(c2ccccc2)n2nnnc2N1 (configuration not stated),-1.0,-3,10,i,-6,-7,-4,1,-4
CC1CCCC(NC(=O)CCNC(=O)c2ccc(Br)cc2)C1C (configuration not stated),-0.1,-1,3,i,-6,-13,-2,-2,9
CC(C)(C)c1ccc(COC(=O)CN2C(=O)NC3(CCCC3)C2=O)cc1,0.9,-4,8,i,-1,-6,2,3,68*
CCCc1nc(SCC(=O)N2CCc3ccccc3C2)c2ccccc2n1,0.5,-2,8,i,-6,1,-4,-26,21
COc1ccc(C/C(C)=N/NC(=S)Nc2ccc(Cl)cc2)cc1,1.5,-5,6,i,41*,1,3,0,2
COc1ccc(-c2c(-c3cc(OC)cc(OC)c3)sc3ccc(OC)cc23)cc1,1.0,-5,6,i,9,1,1,3,26
N#CC1=C(N)Oc2cc(N)ccc2C1c1cccc(Br)c1 (configuration not stated),0.2,-2,14,i,-4,-14,10,1,38
CCN1CCC[C@H]1CNC(=O)c1c(OC)ccc(Br)c1OC,1.0,-1,-11,i,-6,-8,-1,1,-1
Cc1ccccc1N/C(=C(/C(Cl)=C(Cl)Cl)[N+](=O)[O-])n1nnc2ccccc21,1.6,-3,-4,i,-7,-14,-4,2,-18
COc1ccc(S(=O)(=O)NCCC(=O)NC2CCCCC2C)cc1[N+](=O)[O-] (configuration not stated),-0.1,-3,19,i,1,-12,2,0,-3

# Six compounds drawn at random from those above, as already listed:
SMILES,MsrA inhibitor,bovine MsrA act,SKN-1 inh,Neddyl block,CendR NRP1 mod,eLon inh,MT1-MMP act inh,Rin1-Abl PPI inh,FAS TE block
COc1ccc(-c2cnc3c(NC(C)=O)cc(-c4cccc(C(=O)NCCO)c4)cn23)cc1OC,1.2,-1,-2,i,-11,-7,-2,-2,-6
CCN1CCC[C@H]1CNC(=O)c1c(OC)ccc(Br)c1OC,1.0,-1,-11,i,-6,-8,-1,1,-1
CCCc1nc(SCC(=O)N2CCc3ccccc3C2)c2ccccc2n1,0.5,-2,8,i,-6,1,-4,-26,21
COc1ccc(-c2c(-c3cc(OC)cc(OC)c3)sc3ccc(OC)cc23)cc1,1.0,-5,6,i,9,1,1,3,26
Cc1cc(C(=O)O)sc1C,0.2,-2,12,i,6,-8,2,-1,-10
COc1ccc(C)cc1NC(=O)CN(C)S(=O)(=O)c1cnc[nH]1,2.2,-10,-4,i,2,-10,9,-2,-10

# The list continues.
SMILES,MsrA inhibitor,bovine MsrA act,SKN-1 inh,Neddyl block,CendR NRP1 mod,eLon inh,MT1-MMP act inh,Rin1-Abl PPI inh,FAS TE block
COc1cc(NC(=S)Nc2ccccn2)c(OC)cc1Cl,-0.1,3,-5,i,-4,6,-1,-3,-6
CC(=O)N(c1cccc(Br)c1)C1C=CS(=O)(=O)C1 (configuration not stated),-1.5,-2,5,i,-5,-4,-3,2,-7
O=C(Nc1nc2c(Cl)cccc2s1)c1ccc([N+](=O)[O-])o1,0.6,-2,-4,i,-9,-5,0,-2,45
CCN1C(=O)c2ccccc2S(=O)c2ccc(C(=O)N3CCCCCC3)cc21 (configuration not stated),-0.4,-2,1,i,-2,45*,8,-2,-6
COc1cc(C)c(CN2CCN(C(C)C(=O)NC(C)c3ccccc3)CC2)cc1OC (configuration not stated),1.5,0,2,i,-14,-4,0,2,-5
O=C(c1ccc(F)cc1)c1ccc(-c2ccc(F)cc2)nc1,1.7,-2,14,i,0,-8,7,0,4
NC(=O)/C(=C\c1ccncc1)c1cccc2ccccc12,0.3,0,8,i,2,-9,-4,0,-7
O=C(Nc1ccc2c(c1)CCCN2C(=O)c1ccco1)c1cc([N+](=O)[O-])ccc1Cl,1.0,-8,4,i,2,-7,2,1,16
O=C1C2C3c4ccccc4C(c4ccccc43)C2C(=O)N1Cc1cccnc1 (configuration not stated),0.2,-1,-3,i,4,-3,-4,1,-10
O=C(COC(=O)C1CCN(S(=O)(=O)c2cccc3cccnc23)CC1)c1ccc(F)cc1,-1.4,-1,24,i,-14,-4,2,0,21
CCN(CC(=O)NCc1ccc(Cl)cc1)C(=O)COc1cccc(C(F)(F)F)c1,0.3,-7,1,i,8,-6,4,-1,5
COc1ccc(-c2nnc(-c3cc(OC)c(OC)c(OC)c3)o2)cc1OC,0.6,-3,7,nt,6,-3,11,-2,-2
Cc1ccc(C(=O)NCC(=O)OC(C)C(=O)NCCC2=CCCCC2)cc1C (configuration not stated),0.0,-9,2,i,1,-2,3,-4,-7
CCc1nc2ccc(C(=O)N3CCN(C(=O)c4ccco4)CC3)cn2c1N(C)Cc1nccs1,-0.4,-7,16,i,-6,7,1,-2,-10
CN(C(=O)COC(=O)c1ccc(-c2ccc(O)cc2)cc1)C1CCS(=O)(=O)C1 (configuration not stated),1.6,-6,-5,+,0,4,3,-4,-4
Cc1nc2cc(-c3cccc(F)c3)nn2c(C)c1CCC(=O)NC(C)CCc1ccco1 (configuration not stated),nt,-2,-10,nt,-1,-7,-6,-1,16
CC1CC(C)CN(CC(=O)NCCc2ccc(S(N)(=O)=O)cc2)C1 (configuration not stated),-0.2,3,6,i,-1,-2,-5,1,-3
CCCCn1c(=O)[nH]c(=O)c2c1nc(-c1cccc(OC)c1)n2C,-0.1,0,12,i,6,0,0,0,-1
COCC1CCN(C(=O)c2cc(COc3ccc(-n4cncn4)cc3)on2)CC1,1.2,-2,-19,i,11,0,2,-4,-4
CCCc1cc(=O)oc2c(C)c(OCC(=O)NC3CC(C)(C)NC(C)(C)C3)ccc12,2.1,-2,-8,i,16,-5,-1,-1,-5
CCOc1ccccc1NC(=O)CN(C)S(=O)(=O)c1cnc[nH]1,-0.6,-1,7,i,-1,13,-3,-1,-3
COc1ccc(NC(=O)NCCCN2CCN(c3cc(C)ccc3C)CC2)cc1,-0.8,-1,-10,i,1,2,2,1,-6
COc1ccc(NS(=O)(=O)c2cccc(C(=O)NN=Cc3cc(Br)c(O)c(Br)c3)c2)cc1,5.7*,-6,15,i,-12,9,8,0,3
CCCC(=O)NC(c1ccccc1Cl)c1c(O)ccc2ccccc12 (configuration not stated),-0.4,-5,11,i,5,8,-14,2,-1
O=C(Nc1ccc2[nH]ncc2c1)C1CCC1,0.3,-5,-13,i,-3,5,1,-3,-32

# Going on with the list.
SMILES,MsrA inhibitor,bovine MsrA act,SKN-1 inh,Neddyl block,CendR NRP1 mod,eLon inh,MT1-MMP act inh,Rin1-Abl PPI inh,FAS TE block
O=c1c2sc3nc(N4CCOCC4)c4c(c3c2ncn1C(c1ccccc1)c1ccccc1)CCCC4,-0.5,-5,1,i,2,-13,-6,-3,16
C[C@]12c3[nH]c4cc(-c5ccco5)ccc4c3CCN1C(=O)[C@@H](CC(=O)NCc1ccco1)C[C@@H]2C(=O)N1CCCCC1,0.1,-1,25,nt,-9,-7,-3,-1,5
CCN(C(=O)CSc1ccc2c(c1)OCCO2)C1CCS(=O)(=O)C1 (configuration not stated),-0.6,1,18,i,-3,-2,-2,0,-4
COC(=O)c1cc(OC)nc(OC)c1,0.3,-4,10,i,10,9,-3,-2,-4
O=C(Cn1nnc2c(cnn2-c2ccccc2)c1=O)NCc1cccs1,-1.1,0,9,nt,-5,-3,-1,-6,-2
CC(=O)Nc1nc(CC(C)C)cc(-c2ccccc2)c1C#N,-0.6,0,5,i,-1,-4,2,0,-4
CC(=O)Nc1ccc(NC(=S)NC(=O)c2ccc([N+](=O)[O-])cc2)cc1,1.7,-8,1,i,-1,-15,12,0,-2
CCCC(=O)N1CCC1(C)C(=O)Nc1ccc(-n2cncn2)cc1 (configuration not stated),2.1,-3,7,i,4,-3,-1,0,-9
Cc1ccnc(N/C=C(\C#N)c2nc(-c3cccc(Br)c3)cs2)c1,-1.1,-1,10,i,130,-142,-239,-1,-129
CCn1c(N)nc2ccccc21,0.0,2,-4,i,-4,-1,4,2,-5
CCCCOc1ccc(CSc2nc(C)[nH]c2[N+](=O)[O-])cc1[N+](=O)[O-],-1.1,-3,7,i,-8,0,-1,1,6
Cc1nc([N+](=O)[O-])c(SCC(O)CCl)n1Cc1ccc(Cl)cc1 (configuration not stated),1.6,-4,12,i,6,-9,2,1,2
COC(=O)c1[nH]c2cc(C)ccc2c1NC(=O)CN1CCN(C(=O)c2ccco2)CC1,-0.5,-2,0,i,-13,0,6,-2,-1
CC(=O)N(C)c1ccc(OCC(O)Cn2c3ccc(Cl)cc3c3cc(Cl)ccc32)cc1 (configuration not stated),3.5,-7,-4,i,1,-2,-34,0,19
O=C(Nc1ccccc1N1CCCC1)c1ccc(Cl)c(S(=O)(=O)N2CCOCC2)c1,0.6,-2,7,i,15,-4,0,1,10
CC1=C(C(=O)Nc2ccccc2C(=O)NC2CCCCC2)SCCO1,-0.5,2,6,i,5,-9,2,4,2
COc1cccc(-n2cc(CNCc3c(C(=O)N(C)C)nc4ccc(Cl)cn34)cn2)c1,0.0,-2,-7,i,-4,2,3,0,-3
Cc1cc(C)n2[nH]c(=O)c(N=Nc3ccc(S(N)(=O)=O)cc3)c2n1,0.5,-8,10,i,-22,-2,2,-6,-4
O=C1CCC(=O)N(c2ccccc2)N1,0.1,-2,30,i,9,-2,-2,1,-4
COc1ccc2c(c1)c(C(=O)N/N=C/c1cccc(O)c1)c(C)n2C,2.0,-3,0,i,1,1,0,-3,-7
Cc1c(C(=O)OCC(=O)Nc2ccc(S(N)(=O)=O)cc2)oc2c1ccc1ccccc12,0.2,-3,8,i,-16,-5,-1,-3,-2
COc1ccc2cc(C(=O)NCCO)sc(=O)c2c1OC,1.6,2,-2,i,7,-14,1,-6,-9
COc1cc2[nH]c(=S)nc(NCCC(C)C)c2cc1OC,0.8,2,12,i,-1,3,4,-4,-5
CC1=[N+]([O-])C(C)(C)C(c2ccc(Br)cc2)=[N+]1[O-],0.4,-5,10,i,12,5,1,1,-11
CC1Cc2ccccc2N1CC(=O)Nc1ccc(S(N)(=O)=O)cc1 (configuration not stated),0.4,-11,-3,i,4,-1,4,-1,2
